ST2 IL33 inh: inhibitors of human ST2 (IL1RL1) binding to IL-33; Q01638; AlphaLISA ST2-Fc/biotin-IL-33 interaction, 1 h; inhibition, % for hits at 17 µM; 78,000 compounds, 2.3% hits; AID 1259354; in the data active = inhibition above about 30%; inconclusive = mostly about 10% to 28%
Target sequence (Q01638 whole entry, looked up): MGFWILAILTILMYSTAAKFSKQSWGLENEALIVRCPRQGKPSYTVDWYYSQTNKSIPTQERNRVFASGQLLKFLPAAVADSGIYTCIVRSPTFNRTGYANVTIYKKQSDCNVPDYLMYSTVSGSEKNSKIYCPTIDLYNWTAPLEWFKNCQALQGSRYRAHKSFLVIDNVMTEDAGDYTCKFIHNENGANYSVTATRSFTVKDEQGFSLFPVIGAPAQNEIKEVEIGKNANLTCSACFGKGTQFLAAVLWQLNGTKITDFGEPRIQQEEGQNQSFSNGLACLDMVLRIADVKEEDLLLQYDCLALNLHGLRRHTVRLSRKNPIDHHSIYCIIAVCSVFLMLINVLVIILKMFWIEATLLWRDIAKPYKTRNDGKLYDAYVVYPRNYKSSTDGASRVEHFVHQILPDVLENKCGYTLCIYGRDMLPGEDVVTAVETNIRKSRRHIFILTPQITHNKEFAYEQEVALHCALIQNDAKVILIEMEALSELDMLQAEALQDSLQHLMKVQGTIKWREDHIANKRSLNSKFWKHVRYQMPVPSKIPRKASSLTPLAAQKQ
* hit, by the source's call; i = inactive; ? = inconclusive.

The opening two compounds as a preview:
SMILES	ST2 IL33 inh
N#Cc1c2c(c(NCc3cccnc3)n3c1nc1ccccc13)CCC2	?
CC(C)C1CN(C(=O)C(N)=O)CCCN1Cc1ccc(F)cc1 (stereo unspecified)	i

The whole of this part, from the first entry:
SMILES	ST2 IL33 inh
N#Cc1c2c(c(NCc3cccnc3)n3c1nc1ccccc13)CCC2	?
CC(C)C1CN(C(=O)C(N)=O)CCCN1Cc1ccc(F)cc1 (stereo unspecified)	i
O=C(O)CSc1nnc(Cn2cccn2)n1-c1cccc2ccccc12	?
CN(C)c1ccc(CNC2(Cc3cc(-c4ccc(F)cc4)on3)COC2)cc1	i
O=C(c1ccc2nc3ccsc3c(=O)n2c1)N1CCN(Cc2ccccc2)CC1	i
COC(=O)c1ccccc1Sc1c(-c2ccccc2)nc2sccn12	i
CC(=O)N1N=C(c2cccs2)CC1c1ccc(F)cc1 (stereo unspecified)	?
OCc1ccc(CN2CC[C@H](c3nnc(-c4ccco4)o3)C2)o1	i
CCC(NS(=O)(=O)c1ccc(Cl)c([N+](=O)[O-])c1)C12CC3CC(CC(C3)C1)C2 (stereo unspecified)	?
COc1ccc(CNc2ccc3c(c2)ncn3C(C)(C)C)cc1OC	i
O=S(=O)(NCCc1cnc[nH]1)c1cccc2cccnc12	i
CCOc1ccc2c(c1)C(C)=CC(C)(C)N2C(=O)CN1C(=O)c2ccccc2C1=O	?
CSc1cccc(NC(=O)CSc2nc3ccccc3s2)c1	i
O=C(O)c1cc(-c2cccc(-n3cccn3)c2)cc(S(=O)(=O)N2CCCC2)c1	?
COCCOC(=O)C1=C(N)OC2=C(C(=O)CCC2)C1c1ccccc1 (stereo unspecified)	i
CSc1ccccc1Sc1cc(C(=O)O)c2ccccc2n1	i
N#Cc1ccccc1NC(=O)C(Cc1ccc([N+](=O)[O-])cc1)N1C(=O)c2ccccc2C1=O (stereo unspecified)	?
CCC(=O)N1CCc2cc(Br)cc(S(=O)(=O)N3CCN(C)CC3)c21	i
CCc1c(O)nc(SCC(=O)N(CC)CC)[nH]c1=O	i
CN(C)c1ccc(/C=C/c2ccnc3ccccc23)cc1	43%*
O=C(NCc1cccnc1)c1ccc2nc3ccsc3c(=O)n2c1	i
Cc1ccc(Nc2nc(-c3ccccc3)cs2)cc1	i
O=C(Oc1c(Cc2ccccc2)c(=O)oc2ccccc12)c1ccco1	i
O=C(c1ccc2c(c1)OCO2)C1CCCN(Cc2nc(-c3ccccc3)cs2)C1 (stereo unspecified)	i
COc1ccc(C(=O)COc2ccc3oc(C)c(C(=O)OC(C)C)c3c2)cc1	i
COc1ccccc1OCC(=O)Nc1ncc(Cc2cccc(C(F)(F)F)c2)s1	i
COc1ccc(/C=C2\SC(=O)N(c3cccc(O)c3)C2=O)cc1	?
COCc1cc(C)nc2sc(C(=O)c3ccccc3)c(NC(=O)c3ccccc3)c12	i
CC1CCN(CCCNC(=O)CSc2cc(=O)n(C)c3cc(Cl)ccc23)CC1	i
O=C(c1cccnn1)N1CCCC(CCc2ccccc2C(F)(F)F)C1 (stereo unspecified)	i
O=[N+]([O-])c1ccccc1Sc1nccn1Cc1ccccc1	?
CCN(CCOc1cccc(OC)c1)C(=O)c1cc2ccccc2cn1	i
COc1ccc(NC(=O)c2oc3ccccc3c2NC(=O)COc2ccccc2F)c(OC)c1	i
COc1ccccc1N1CCN([C@@H]2[C@H](O)[C@H](CO)O[C@@H]2CNS(=O)(=O)c2ccc(C)cc2)CC1	73%*
COc1ccc(CC(=O)N2CCCC(CNS(=O)(=O)c3ccc(OC)cc3)C2)cc1 (stereo unspecified)	i
Cc1ccc(NC(=O)c2ccccc2C)c([N+](=O)[O-])c1	i
C=CCn1cc(CNCc2ccccc2-n2ccnc2C)c(C)n1	i
CCn1c2ccccc2n2c(C(=O)OC)c(C)nc12	?
O=C(Nc1cccc(-c2cccc(Cl)c2)c1)C1CCN(C(=O)c2ccccc2)CC1	i
COc1cccc(-c2nnc(NC(=O)c3ccc(S(=O)(=O)N(C)c4ccccc4)cc3)o2)c1	i
Cc1cccc(-n2c3nc(=O)[nH]c(=O)c-3cc3ccccc32)c1C	i
COc1cc(/C=C/C(=O)OCC[N+](C)(C)C)cc(OC)c1O	?
CC1=C(C(=O)OCC2CCCCC2)C(c2ccc(Cl)c(Cl)c2)NC(=O)N1 (stereo unspecified)	i
COc1cc(N2CCC(C(O)c3cccnc3)CC2)ncn1 (stereo unspecified)	?
COc1ccc(CCNc2oc(COc3cccc(C)c3)nc2C#N)cc1	30%*
Cc1onc(-c2ccccc2)c1C(=O)N1CCC(c2ccccc2C(=O)O)C1 (stereo unspecified)	i
COc1ccc2c(c1)C1OCCC1C1N2C(=O)C2C(C(=O)O)C3C=CC21O3 (stereo unspecified)	i
FC(F)C(F)(F)c1cc(-c2ccccc2)n[nH]1	?
CCc1ccc(N2COc3ccc4c(C)cc(=O)oc4c3C2)cc1	?
CCOc1ccc(N2CC(C(=O)Nc3cccc(OC)c3)CC2=O)cc1 (stereo unspecified)	i
CCOc1ccc(N2C(=O)c3cccnc3C2=O)cc1	i
O=C(CSc1nc2c(c(=O)n1-c1ccccc1)SCC2)N1CCCCC1	?
COCCn1c(CCCC(=O)NCc2ccc(C(C)C)cc2)nc2cccnc21	?
Cn1c(=O)c2c(SCc3cccc(F)c3)nc(-c3cccs3)nc2n(C)c1=O	i
CCOc1ccc(N=C/C(=C/Nc2ccc(OCC)cc2)c2ccccc2)cc1	36%*
CCCOc1ccc(-c2nc3s/c(=C\c4ccc(OC)cc4)c(=O)n3n2)cc1	i
C=CCOc1c(Cl)cc(C(=O)NCc2cnc(C)cn2)cc1Cl	i
O=C1C2C=CC=CC2=NC(=S)N1CCN1CCC(=C(c2ccc(F)cc2)c2ccc(F)cc2)CC1 (stereo unspecified)	i
O=c1c2sccc2n(Cc2ccc(F)cc2)c(=O)n1-c1ccccc1	i
O=C(CCc1n[nH]c2c1CCCC2)N1CCCC(c2ccn[nH]2)C1 (stereo unspecified)	?
Following part.
SMILES	ST2 IL33 inh
CCn1c(=NC(=O)c2ccc(S(=O)(=O)N(C)C)cc2)sc2cc(F)ccc21	i
COc1cc2c(cc1OC)/C(=C/C(N)=O)NC(C)(C)C2	i
NNc1nc(N)c2c(n1)-c1ccccc1CC21CCCCC1	i
CCC1=NOC(C(=O)N2CCC(Cc3nncn3-c3ccccc3)CC2)C1 (stereo unspecified)	i
Cc1nsc(NC(=O)N2CCN(c3ccccc3)CC2C)n1 (stereo unspecified)	?
COC(=O)CNC(=O)c1sc2nc(C)nc(N3CCN(c4ccccn4)CC3)c2c1C	i
COc1cccc(C(=O)Nc2ccc(Cl)c(N3CCCS3(=O)=O)c2)c1OC	?
CCn1c(=NC(=O)c2ccc(S(=O)(=O)N(CCC#N)CCC#N)cc2)sc2ccccc21	i
Fc1ccc(CN2CC[C@H](c3nnc(-c4cccnc4)o3)C2)cc1F	i
Cc1cc(C)c(CN(C)C(C)C(=O)N(C)C)cc1C (stereo unspecified)	i
N#CCCNc1ccccc1C(=O)O	i
CCCc1[nH]nc2c1C(c1cccc(OC(=O)c3ccco3)c1)C(C#N)=C(N)O2 (stereo unspecified)	i
O=C(O)CCCCCNC(=O)/C(=C/c1ccc2c(c1)OCO2)NC(=O)c1ccco1	i
CNC(=O)[C@H]1O[C@@H](n2cnc3c(NCc4cccc(I)c4)ncnc32)[C@H](O)[C@@H]1O	?
Cn1c(=O)cc(SCC(=O)NC2CCCCCC2)c2ccc(Cl)cc21	i
C=CCSc1nnc2n(CC)c(=O)c3c(n12)-c1ccccc1CC31CCCCC1	?
O=S(=O)(c1cc(Br)ccc1Br)N1CCOCC1	i
COc1cccc2ccc(C3C(=O)c4ccccc4C3=O)nc12	i
Cc1ccc(C2=N/C(=C\c3ccc(I)o3)C(=O)O2)cc1[N+](=O)[O-]	?
O=C(O)CCCN(Cc1ccccc1F)S(=O)(=O)c1ccc(Br)cc1	i
COc1ccccc1C(=O)N/C(=C\c1ccc2c(c1)OCO2)C(=O)NC(CC(C)C)C(=O)O (stereo unspecified)	i
CCCC(C)NC(=O)c1ccc(F)cc1 (stereo unspecified)	i
N#Cc1c(C(F)(F)F)cc(NCCN2CCOCC2)n2c1nc1ccccc12	34%*
CCc1cc2c(C)cc(=O)oc2c(CN2CCC(C)CC2)c1O	i
CC(=O)Nc1ccc(S(=O)(=O)NCCSCc2ccc(Cl)cc2)cc1	i
CC(C)C(NC(=O)C1CCCCC1)C(=O)N1CCN(c2ccc(F)cc2)CC1 (stereo unspecified)	i
CC1=C(NCc2ccccc2)CCC1=O	i
Cc1ccc(OCCOCCN2CCOCC2)cc1	i
COc1ccc2c(c1)C(=O)CCC2c1ccccc1 (stereo unspecified)	i
c1ccc(-c2ncn(C[C@@H]3CCCO3)c2-c2cccc(Cn3cccn3)c2)cc1	i
CCc1ccccc1NC(=O)c1ccc(F)cc1	i
Cc1ccc(NC2=CC(c3ccccc3)N(c3ccc(C)cc3)C2=O)cc1 (stereo unspecified)	i
O=C(CSc1nc2c(c(=O)n1-c1ccc(Cl)cc1)SCC2)Nc1cccc(Cl)c1	i
O=C(CCS(=O)(=O)c1cccc2nonc12)N1CCN(c2ccccc2)CC1	i
CCOc1ccc(Sc2cc(C(=O)N3CCCC3)c3ccccc3n2)cc1	i
Cc1cccc(CN2CCCN(CC(=O)N3CCOc4ccc(C)cc43)S2(=O)=O)c1	i
O=C(CSc1ccc(Cl)cc1)Nc1cccc([N+](=O)[O-])c1	?
O=C(CSc1c2c(nc3ccc(Cl)cc13)CCCC2)NCCN1CCOCC1	i
COc1ccc(-c2ccnc(N[C@H]3CO[C@H]4[C@@H]3OC[C@@H]4NC(=O)Nc3cc(OC)cc(OC)c3)n2)cc1	i
CC1(C)CC(=O)N(CC(=O)NC2CCCCCCC2)c2ccccc2S1	?
CC1=CC(C)=Nc2ccc(C)cc2N1	i
Cc1ccc(NC(=O)c2cc3cc(Cl)cc(Cl)c3oc2=N)cc1	?
O=C(Cn1cnc2ccccc2c1=O)Nc1ccc(F)c(Cl)c1	i
COc1ccccc1S(=O)Cc1ccc(C(=O)NC2CCCC2)o1 (stereo unspecified)	?
COc1ccc2oc(=O)c(C(=O)Nc3ccc(C)c(Cl)c3)cc2c1	i
O=C(CSc1ncnc2sc(-c3ccccc3)cc12)Nc1ccc2c(c1)OCO2	i
Cn1c(=O)c2c(nc(NCC3CCCO3)n2Cc2cccc3ccccc23)n(C)c1=O (stereo unspecified)	i
Cc1c(C)c2c(c(C)c1OCc1ccccc1)C(CO)C(C)(C)O2 (stereo unspecified)	?

A draw from above in order of molar mass, smallest number first:
SMILES	ST2 IL33 inh
Cc1ccc(NC(=O)c2ccccc2C)c([N+](=O)[O-])c1	i
CN(C)c1ccc(/C=C/c2ccnc3ccccc23)cc1	43%*
COc1cc(N2CCC(C(O)c3cccnc3)CC2)ncn1 (stereo unspecified)	?
COc1cccc2ccc(C3C(=O)c4ccccc4C3=O)nc12	i
COc1ccc(/C=C2\SC(=O)N(c3cccc(O)c3)C2=O)cc1	?
COc1ccc(CNc2ccc3c(c2)ncn3C(C)(C)C)cc1OC	i
Fc1ccc(CN2CC[C@H](c3nnc(-c4cccnc4)o3)C2)cc1F	i
COc1ccc2oc(=O)c(C(=O)Nc3ccc(C)c(Cl)c3)cc2c1	i
COc1ccccc1S(=O)Cc1ccc(C(=O)NC2CCCC2)o1 (stereo unspecified)	?
CC1(C)CC(=O)N(CC(=O)NC2CCCCCCC2)c2ccccc2S1	?
Cn1c(=O)cc(SCC(=O)NC2CCCCCC2)c2ccc(Cl)cc21	i
CN(C)c1ccc(CNC2(Cc3cc(-c4ccc(F)cc4)on3)COC2)cc1	i
O=S(=O)(c1cc(Br)ccc1Br)N1CCOCC1	i
O=C(CSc1nc2c(c(=O)n1-c1ccccc1)SCC2)N1CCCCC1	?
O=C(CCS(=O)(=O)c1cccc2nonc12)N1CCN(c2ccccc2)CC1	i
CCC(=O)N1CCc2cc(Br)cc(S(=O)(=O)N3CCN(C)CC3)c21	i
O=C(CSc1c2c(nc3ccc(Cl)cc13)CCCC2)NCCN1CCOCC1	i
COc1ccccc1OCC(=O)Nc1ncc(Cc2cccc(C(F)(F)F)c2)s1	i
COc1cccc(-c2nnc(NC(=O)c3ccc(S(=O)(=O)N(C)c4ccccc4)cc3)o2)c1	i

Additional structures.
SMILES	ST2 IL33 inh
c1ccc2nc(-c3nc4ccccc4o3)ccc2c1	i
CC(=O)N1c2c(cc(Br)cc2S(=O)(=O)CCC(=O)NC2CCCCC2)CC1C (stereo unspecified)	i
Cc1ccc(NC(=O)CSc2cn(CCNC(=O)c3ccc(F)cc3)c3ccccc23)cc1	i
COc1ccc(CN2C[C@H](O)C[C@H]2c2nc(-c3ccncc3)no2)cc1	i
Cc1cc2c(cc1S(=O)(=O)N1CCCC1C(=O)NC1CCCCC1)OCC(=O)N2 (stereo unspecified)	?
Nc1ccccc1-c1nc2ccccc2[nH]c1=O	?
CC(C)NC(=O)NC[C@H]1O[C@@H](CC(=O)N2CCOCC2)[C@H](O)[C@@H]1O	i
CC(C)C1CN(Cc2cc(-c3ccccn3)no2)CCCN1CC1CC1 (stereo unspecified)	?
CCCOC(=O)c1ccc(NS(=O)(=O)c2ccc(Cl)s2)cc1	i
CC1(C)CC(c2nccn2CCCc2nn[nH]n2)CCO1 (stereo unspecified)	i
Cc1csc(=Nc2ccccc2)n1-c1ccccc1	32%*
CCc1ccc(OCC(=O)Nc2ccccc2Cl)cc1	i
Cc1ccccc1C(=O)Nc1cccc(NC(=O)c2ccc(C)c([N+](=O)[O-])c2)c1	?
Cc1ccc(O)c(CN(C)Cc2cccc3ncccc23)c1	i
O=C(COc1ccc(Cl)cc1)Nc1cccc(N2CCCS2(=O)=O)c1	i
Cc1nc(N2CCOCC2)c2c(C)c(C(=O)N3CC(C)CC(C)C3)sc2n1 (stereo unspecified)	i
Cc1cc(OCCN2CCOCC2)c(C)c2c1CC[C@@H]([C@H](C)C(=O)N1CCOCC1)C2	i
CC[C@H]1CN(S(=O)(=O)c2c(C)noc2C)CC[C@H]1CC(=O)Nc1ccccc1	?
O=C1NC(c2cccc3ccccc23)Nc2sc3c(c21)CCCC3 (stereo unspecified)	?
COC(=O)c1ccc2c(c1)N(Cc1cccc(F)c1)C(=O)CS2(=O)=O	?
CCN(Cc1nc(COC)no1)C(=O)C1CCCO1 (stereo unspecified)	i
CC(C)N(C)Cc1nnnn1CC(=O)N1CCCCC1c1ccc(F)cc1 (stereo unspecified)	?
Cc1cc(/C=C2/C(=O)NC(=O)N(C)C2=O)c(C)n1-c1ccc(Cl)c(Cl)c1	34%*

This is a subset, so the mix of outcomes need not match the whole.
